# High-throughput results as filed in PubChem BioAssay.
# ERK EGF inh: qHTS Assay for Inhibitors of the ERK Signaling Pathway using a Homogeneous Screening Assay; Stimulation with EGF; HEK293-V1b, EGF-stimulated phospho-ERK AlphaScreen; Potency, µM (highest dose often 11.5 µM), for the others: at the top dose activity change, negative = inhibition, most hits filed as inhibitors; actives 0.41% (n = 130,000); active = well fitted inhibition curve with a large enough effect; inconclusive = small, poorly fitted or top-dose-only effect, or effect the other way;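 also: plate controls were stimulated vehicle wells for no effect and unstimulated vehicle basal for full effect; nearly all actives have a fitted effect of over 55% in size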
#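 HEK293 cells stably expressing V1b receptor, serum-reduced (1% FBS) overnight, got compound for 30 min at 37C, then 25 nM EGF for 5 min. Lysate phospho-ERK read by AlphaScreen SureFire; AC50 from Hill fits.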
# * marks the source's active call; other numbers are inactive results; ? = inconclusive; [ ] = another dose, or the depositor's remark. Potency is read from the fitted curve at half-maximal effect.
SMILES | ERK EGF inh
CCOC(=O)c1ccc(NC(=S)N(Cc2cccnc2)Cc2ccco2)cc1 | 6%
O=C(NCC1CCCN(Cc2ccc3nonc3c2)C1)c1cccc(C(F)(F)F)c1 (configuration not stated) | -8%
COC(=O)N1CC=CC1(C)C(=O)NCc1ccc(C)o1 (configuration not stated) | 3%
CCC1CCCCN1C(=O)c1cccc(S(=O)(=O)Nc2cc(C(F)(F)F)ccc2Cl)c1 (configuration not stated) | -1%
O=C1CCCC(O)=C1N=Nc1ccc2c(c1)OCO2 | -6%
CN(C)C(=O)c1nc2ccc(Cl)cn2c1CNCc1cccc(OC(F)(F)F)c1 | 6%[57.5 µM]
N/C(=N\OC(=O)CC1CCCCC1)c1cccc([N+](=O)[O-])c1 | 4%
O=C(c1ccco1)N1CCCN(Cc2nc(Cc3ccccc3)no2)CC1 | 2%
COc1ccccc1-n1cc(C(=O)NCC(=O)NCc2ccc(F)cc2)c2ccccc2c1=O | -8%
CCC1CCc2c(sc(NC(=O)C3CC=CCC3C(=O)O)c2C#N)C1 (configuration not stated) | 2%
CCCC(=O)c1c[nH]c(C(=O)NCc2cccnc2)c1 | -2%
COC(=O)N/N=C(\C)c1ccc(-n2ccnc2)cc1 | 5%
O=C1CC2c3ccccc3C1C1C(=O)N(Cc3ccccc3)C(=O)C21 (configuration not stated) | ?
COc1ccc(C(=O)N2CC3(C)C4CCC3(C)C2(C#N)C4)cc1OC (configuration not stated) | 3%
Cc1ccc(NC(=S)Nc2c(C)n(C)n(-c3ccccc3)c2=O)cc1Cl | -7%
O=C(Nc1ccccc1)c1cc2ccccc2o1 | 8%
COCCNC(=S)c1ccc(Br)cc1 | -4%
Cc1cc(C(=O)N/N=C/c2cc(Br)cc(Br)c2OC(=O)c2cccc(F)c2)n[nH]1 | -2%
Cc1cc(CSc2ccccc2)ccc1NC(=O)c1ccc(CN2CCOCC2)cc1 | ?
O=[N+]([O-])c1cccnc1N1CCN(c2ccc(F)cc2)CC1 | ?
Cc1c(NC(=O)c2ccc(S(=O)(=O)N3CC(C)OC(C)C3)cc2)c(=O)n(-c2ccccc2)n1C (configuration not stated) | -1%
CCCCCCCCCCCCCCCC[n+]1cccc2ccccc21 | ?
CCOC(=O)c1ccc(NC(=S)NCCC2=CCCCC2)cc1 | -1%
COc1ccc(CCN=C(N)C(C)c2ccccc2)cc1OC (configuration not stated) | -3%[57.5 µM]
O=[N+]([O-])c1ccc(-c2n(-c3ccccn3)c3ccccc3[n+]2-c2ccccn2)cc1 | -1%[57.5 µM]
O=[N+]([O-])c1ccccc1NCc1ccccc1Cl | ?
CC(C)CNC(=O)COc1ccc(Sc2ccc(OCC(=O)NCC(C)C)cc2)cc1 | -1%
CC1(c2ccccc2)CC(C)(C)N2C(=O)Cc3cccc1c32 (configuration not stated) | -8%[57.5 µM]
CN1CCN(CC(=O)Nc2ccccc2[N+](=O)[O-])CC1 | 14%
COc1ccc(CCNC(=O)CCn2c(SCC(=O)N3CCCC3)nc3ccccc3c2=O)cc1OC | -12%[57.5 µM]
CC(C)c1nc(C(=O)N2CCCC(CCC(=O)N(C)CCc3ccccn3)C2)cs1 (configuration not stated) | -8%
Cc1ccc(-c2nn(-c3ccccc3)cc2/C=C/C(=O)O)o1 | -2%
O=P(c1ccccc1)(c1ccccc1)c1nc(-c2ccccc2)oc1N1CCOCC1 | 1%[57.5 µM]
O=C(O)c1ccc2c3c(cccc13)C(=O)N(c1ccccc1)C2=O | 3%
C=CCNC(=S)NCc1ccc(CNC(=S)NCC=C)cc1 | -5%
CCC(C)(C)n1nnnc1CN1CCN(C(c2ccccc2)c2ccccc2)CC1 | 0%
COc1cc2c(cc1OC)C(Cc1ccc(O)cc1)NCC2 (configuration not stated) | 13%
CC(NC(=O)c1cccc(N2CCCC2=O)c1)c1ccc2c(c1)OCCO2 (configuration not stated) | 4%
CNC(=O)COC(=O)c1ccccc1C(=O)c1ccc(Cl)c([N+](=O)[O-])c1 | ?
O=C(O)/C=C/C(=O)N1CCN(C(c2ccccc2)c2ccccc2)CC1 | 0%[57.5 µM]
c1ccc2c(Nc3nc(-c4ccncc4)nc4ccccc34)cccc2c1 | 5%[57.5 µM]
Cc1ccc(C2=C/C(=C/c3cccnc3)C(=O)O2)c(C)c1 | 2%
N#Cc1ccc(N2CCOCC2)nc1 | 0%[57.5 µM]
S=C(NC1CCCCC1)N1CCN(c2ccccn2)CC1 | 1%
CCOc1cc(/C=C2/NC(=O)NC2=O)cc(Br)c1OCc1ccc(C(=O)O)cc1 | 7%
CCOc1ccc(N/C(SCc2cccc([N+](=O)[O-])c2)=C(/C#N)C(N)=O)cc1 | ?
COc1cc(/C=N/O)c(Br)cc1OCC(=O)Nc1ccccc1C | 4%
CCS(=O)(=O)n1nc(-c2ccc(Cl)cc2)nc1N | 1%
COc1cc(NC(=S)NCc2ccc(S(N)(=O)=O)cc2)c(OC)cc1Cl | 2%
NS(=O)(=O)c1cccc(NC(=O)CSc2nn(-c3ccccc3)c(=S)s2)c1 | -4%

# Continued:
SMILES | ERK EGF inh
COc1ccc(CCNc2oc(-c3cccc4ccccc34)nc2P(=O)(OC)OC)cc1OC | 9%
CCN(CC(=O)NCc1cccs1)S(=O)(=O)c1ccc([N+](=O)[O-])cc1 | -1%
CCn1c(NCc2ccco2)nc2c1c(=O)n(C)c(=O)n2C | 11%
COc1ccccc1C(=O)NC(CCSC)C(=O)NC1CCCCCC1 (configuration not stated) | 4%
COc1cccc(C2=NN(C(=O)CCCC(=O)O)C(c3cccs3)C2)c1 (configuration not stated) | 7%[57.5 µM]
CCCCc1ccc(NC(=S)NCc2cccc(OC)c2)cc1 | -2%
O=C(Nc1ccccc1Cl)N1CCCN(c2nc(-c3ccccc3)ns2)CC1 | ?
O=C(CN1CCOCC1)NN=C1CCCCCCCCCCC1 | -1%
O=C(COC(=O)c1cccc(S(=O)(=O)N2CCc3ccccc32)c1)Nc1ncc(Cl)cc1Cl | -4%
CCCCC(=O)NC(NC(=O)CCCC)c1ccc(OCCC)c(OC)c1 | 3%
Clc1ccc(CN2CCC(Cc3ccccc3)CC2)cc1 | -5%
COc1ccc(/C=C/CN2CCCC(CO)(Cc3cccc(Cl)c3)C2)cc1 (configuration not stated) | 5%
COC(=O)CCC(=O)NNC(=O)Cc1ccccc1 | 5%
O=C(CCc1n[nH]c(=O)[nH]c1=O)Nc1cccc([N+](=O)[O-])c1 | 5%
O=C(CSc1ncnc2scc(-c3ccccc3)c12)NC1CCS(=O)(=O)C1 (configuration not stated) | 4%[57.5 µM]
COC(=O)C1=CN(C2CCCCC2)C=C(C(=O)OC)C1c1ccc2c(c1)OCO2 | ?
COc1cccc(C2c3[nH]c4ccccc4c3CCN2C(=O)Cn2cncn2)c1OC (configuration not stated) | 30%
Cc1cc(C)c2c(N)c(C(=O)C(C)(C)C)sc2n1 | -4%
COc1ccc(NC(=O)c2cnc3n(c2=O)CCS3)cc1OC | 5%
CC(=O)NNC(=O)CCn1c2c(c3ccccc31)CCCC2 | 6%[57.5 µM]
COc1ccc(C2NC(=O)C(C#N)=C(S)N2c2ccc(C)cc2)cc1OC (configuration not stated) | 4%
CCOC(=O)c1c(-c2ccc(C)o2)csc1NC(=O)COC(=O)c1cccs1 | 14%
O=C(Nc1ccccc1O)c1ccc(NS(=O)(=O)c2cccc3cccnc23)cc1 | -3%[57.5 µM]
Cc1nn(C)c(C(=O)N2CCc3ccccc32)c1Br | 1%
CCCCC(=O)NCc1ccc(Cl)cc1 | -1%
CNc1nc(Nc2ccc(C)c(Cl)c2)nc(N)c1[N+](=O)[O-] | 7%
CCCOC(=O)c1ccc(NC(=O)C(=O)NCC2CCCO2)cc1 (configuration not stated) | 14%
O=C(COC(=O)COc1cccc(F)c1)NCCC1=CCCCC1 | -3%
CSc1nnc(-c2cc(C)on2)n1-c1ccccc1 | 4%
COc1ccc(NC(=O)C(=S)N2CCCC2)cc1 | -4%
C/C(=N\NC(=O)c1ccc(CSc2nc(C)cc(C)n2)cc1)C1CCCCC1 | 1%
O=C(NCc1ccccc1)C1CC(=O)N(C2CCCCCC2)C1 (configuration not stated) | 7%
O=C(c1ccc(F)cc1)N1CCC(n2nnc3ccccc32)CC1 | 8%
COc1ccc(-c2cc(C(=O)Nc3ccc(Cl)cc3Cl)c3ccccc3n2)cc1OC | -2%
O=C([C@H](O)c1ccccc1)N1CCC[C@H]1CO | 11%
Fc1cccc(/C=N/NC(=S)Nc2ccccc2Cl)c1 | 0%
NNC(=O)c1cc2ccccc2[nH]1 | ?
COCC(=O)N1CCC[C@@]2(CCN(C(=O)Nc3cccc(F)c3)C2)C1 | -7%
COC(=O)C(CC(C)C)NC(=O)c1cccs1 (configuration not stated) | -9%
O=C(CN1C(=O)C2CCCCC2C1=O)N1CCN(c2ccc(F)cc2)CC1 (configuration not stated) | 2%
Cc1cccc2nc(CSc3nc4[nH]ncc4c(=O)n3-c3ccccc3Cl)cc(=O)n12 | -8%
C=CCn1c(N2CCOCC2)nc2c1c(=O)[nH]c(=O)n2C | -2%
CCNc1nc(NC(C)(C)C)nc(N2CCCC2)n1 | 8%
COCCn1c(SCC(=O)c2c[nH]c3ccccc23)nnc1-c1ccncc1 | 9%
COC(=O)c1sccc1NC(=O)c1ccccc1 | 1%
O=[N+]([O-])c1cc(C(F)(F)F)ccc1NCCCN1CCOCC1 | -3%
C/C(Cn1cnc([N+](=O)[O-])n1)=N/NC(=O)COc1ccccc1Cl | -6%
C=CCNC(=O)c1onc(CSc2cc(C)cc(C)c2)c1C(=O)NCC=C | -11%[57.5 µM]
C/C(=N\NC(=O)COc1ccc(C)cc1C(C)C)c1ccc(-n2ccnc2)cc1 | 6%
CC(C)(C)NC(=O)C(=O)NNC(=O)c1ccccc1Br | -1%

# Overlap with the part before: 2 entries, then new ones.
SMILES | ERK EGF inh
C/C(=N\NC(=O)COc1ccc(C)cc1C(C)C)c1ccc(-n2ccnc2)cc1 | 6%
CC(C)(C)NC(=O)C(=O)NNC(=O)c1ccccc1Br | -1%
Cc1ccc(S(=O)(=O)Nc2ccc(SC(F)F)cc2)c(C)c1 | 2%
CCSc1nnc(NC(=O)C2CC(=O)N(Cc3ccc(C)cc3)C2)s1 (configuration not stated) | 0%
Cc1cccc(N=C2NC(=O)/C(=C/c3cccn3C)S2)c1 | 1%[57.5 µM]
CN(C)CC1CCCCC1C1(O)c2ccccc2CSc2sccc21 (configuration not stated) | 10%
Cc1ccc(S(=O)(=O)/N=C/c2cc(Br)ccc2O)cc1 | -2%
CN(CCc1ccccn1)C(=O)CCC1CCCN(C(=O)c2c3c(nn2C)CCCC3)C1 (configuration not stated) | -4%
O=c1c2ccccc2ncn1-c1ccc(Cl)cc1Cl | -10%[57.5 µM]
COc1ccc(OCC(=O)Nc2c3c(nn2C(C)(C)C)CSC3)cc1 | 6%
COc1cc(/C=N/NC(N)=S)ccc1OCC(=O)N1CCOCC1 | -23%
COc1cc(CNCc2cccnc2)ccc1OCc1ccccc1 | -4%
O=C(Nc1c(C(=O)Nc2cccc3ccccc23)cnn1-c1ccccc1)c1ccco1 | -11%
COc1ccc(S(=O)(=O)NNC(=O)c2sccc2-n2cccc2)cc1 | 12%
O=c1oc2ccc(Cl)cc2nc1/C=C(\O)c1cccs1 | 8%[57.5 µM]
Cn1ccnc1SCC(=O)Nc1cccc([N+](=O)[O-])c1 | -4%
COc1ccc(N2C(=O)CC(NC3CCCCNC3=O)C2=O)cc1 (configuration not stated) | 3%
OCC1(CCCc2ccccc2)CCN(Cc2cc(F)ccc2F)CC1 | -7%[57.5 µM]
CC1=CC(=C(C#N)C#N)c2ccccc2N1C | -13%
CNC(=O)CSc1ncnc2c1cnn2-c1ccccc1 | 7%
O=C(CSc1cccc[n+]1[O-])Nc1ccc2c(c1)OCCO2 | -3%
CCN(CC(=O)Nc1ccc2c(c1)OCCO2)CC(=O)Nc1ccc2c(c1)OCO2 | -1%
Cc1cnc(NS(=O)(=O)c2ccccc2)c(Br)c1 | -1%[57.5 µM]
NC1=NCCCC1 | -7%
CC1O[C@@H](O[C@H]2C(Oc3cc(O)c4c(c3)OC(c3ccc(O)cc3)CC4=O)OC(CO)C(O)C2O)C(O)C(O)C1O (some centres not stated) | 12%
CS(=O)(=O)CCCCN=C=S | 22%

# Among those listed so far, these have fluorine.
SMILES | ERK EGF inh
O=C(NCC1CCCN(Cc2ccc3nonc3c2)C1)c1cccc(C(F)(F)F)c1 (configuration not stated) | -8%
CCC1CCCCN1C(=O)c1cccc(S(=O)(=O)Nc2cc(C(F)(F)F)ccc2Cl)c1 (configuration not stated) | -1%
CN(C)C(=O)c1nc2ccc(Cl)cn2c1CNCc1cccc(OC(F)(F)F)c1 | 6%[57.5 µM]
COc1ccccc1-n1cc(C(=O)NCC(=O)NCc2ccc(F)cc2)c2ccccc2c1=O | -8%
Cc1cc(C(=O)N/N=C/c2cc(Br)cc(Br)c2OC(=O)c2cccc(F)c2)n[nH]1 | -2%
O=[N+]([O-])c1cccnc1N1CCN(c2ccc(F)cc2)CC1 | ?
O=C(COC(=O)COc1cccc(F)c1)NCCC1=CCCCC1 | -3%
O=C(c1ccc(F)cc1)N1CCC(n2nnc3ccccc32)CC1 | 8%
Fc1cccc(/C=N/NC(=S)Nc2ccccc2Cl)c1 | 0%
COCC(=O)N1CCC[C@@]2(CCN(C(=O)Nc3cccc(F)c3)C2)C1 | -7%
O=C(CN1C(=O)C2CCCCC2C1=O)N1CCN(c2ccc(F)cc2)CC1 (configuration not stated) | 2%
O=[N+]([O-])c1cc(C(F)(F)F)ccc1NCCCN1CCOCC1 | -3%
Cc1ccc(S(=O)(=O)Nc2ccc(SC(F)F)cc2)c(C)c1 | 2%
OCC1(CCCc2ccccc2)CCN(Cc2cc(F)ccc2F)CC1 | -7%[57.5 µM]

# An excerpt; rates above refer to the full screens.
